Source: PubChem
GPR55 activation – selective activators of receptor GPR55 – imaging, U2OS cells, beta-arrestin-GFP redistribution, primary screen (AID 1961) | 0.048% of 290,000 active | activation, % at 10 µM; hits with a dose series show EC50 in µM | U2OS GPR55 beta-arrestin-GFP redistribution imaging; higher % means a stronger effect;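 active = activation above 40% with more than 50 cells counted in the well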;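 note: U2OS osteosarcoma cells stably expressing GPR55 and beta-arrestin-GFP; plate controls were DMSO negative control for no effect and LPI positive control for full effect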
KOR beta-arrestin-1 – KOR agonists, beta-arrestin recruitment, primary screen, cell-based, luminescence, uHTS (AID 1777); 0.02% of 280,000 active; one-dose activation, % at 10 µM; EC50 in µM for titrated hits; KOR beta-arrestin recruitment, luminescence; higher % means a stronger effect; in the data active = activation above about 50%, passing the limit was not always enough; note: a part of the inactive calls stands beside numbers as strong as those of hits
NOD2 inhibition – inhibition of NOD2-driven NF-kB reporter – cell-based, luminescence, uHTS, HEK293 (AID 1566); HEK293 NOD2/NF-kB luciferase reporter, luminescence; higher % means a stronger effect; one-dose inhibition, % at 4 µM; EC50 in µM for titrated hits; 0.63% of 290,000 active; note: many of its hits are not listed in these tables
KOR beta-arrestin-2 – kappa opioid receptor blockers – cell-based, luminescence, uHTS (AID 1778); KOR beta-arrestin recruitment, luminescence, antagonist mode; higher % means a stronger effect; inhibition, % at 10 µM, or IC50 in µM where a hit was titrated; 0.091% of 290,000 active; note: strong numbers were not always called active
T cell HTS – modulates CD8 T cell binding to vesicles | 2C CD8+ T cell-vesicle binding, flow cytometry; hits give low values | calls only at 7 µM | 0.068% of 330,000 active | AID 2052;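 active = response, share of CD8 T cells binding vesicles, and their 90th percentile fluorescence all below set limits, cut at about 80% in these data, passing the limit was not always enough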
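Assay system – 2C mouse CD8+ T cells · Also added – QL9-loaded Drosophila micro-vesicles · Timing – Cell–vesicle co-incubation 1.5 h at 37 °C, staining 20 min on ice · Signal – flow cytometry of vesicle-bound cells · Measure – percent CD8+ FL2 mean versus row control · Controls – Peptide-free naked vesicles (low) and QL9 vesicles with 0.7% DMSO vehicle (high)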
NTR1 ag – agonists of NTR1, primary screen, imaging, U2OS cells, beta-arrestin-GFP, high content (AID 493036); NTR1-U2OS beta-arrestin-GFP spot imaging, agonist mode; activation, % at 20 µM; 0.17% of 330,000 active;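 active = activation at or above 40% of the spot to cytoplasm intensity ratio, with at least 20 cells analyzed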;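 note: 0% = DMSO without peptide and 100% = 100 nM NTR1 peptide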
Target sequence (P30989 whole entry, looked up): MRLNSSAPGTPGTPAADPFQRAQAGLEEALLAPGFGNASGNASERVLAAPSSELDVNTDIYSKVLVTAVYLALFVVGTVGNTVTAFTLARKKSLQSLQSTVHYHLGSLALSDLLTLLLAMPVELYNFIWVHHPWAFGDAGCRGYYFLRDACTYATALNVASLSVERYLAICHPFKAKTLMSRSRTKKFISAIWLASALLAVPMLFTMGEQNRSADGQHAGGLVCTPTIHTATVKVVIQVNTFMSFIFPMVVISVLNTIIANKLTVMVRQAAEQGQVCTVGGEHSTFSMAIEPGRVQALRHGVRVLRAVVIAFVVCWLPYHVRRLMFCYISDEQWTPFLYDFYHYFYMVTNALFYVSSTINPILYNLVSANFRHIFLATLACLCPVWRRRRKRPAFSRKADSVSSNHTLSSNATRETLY
NOD1 NF-kB reporter – NOD1 signaling inhibitors, primary screen, cell-based, luminescence, uHTS (AID 1578) | NOD1-driven NF-kB luciferase reporter cells, luminescence; higher % means a stronger effect | inhibition, % at 4 µM, or EC50 in µM where a hit was titrated | 1% of 290,000 active; in the data active = inhibition mostly above about 36%, no sharp cut-off; inactive = mostly below about 34%;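 note: HEK-293T reporter cells stimulated with the NOD1 agonist gamma-tri-DAP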
Myeloid diff 2 – myeloid differentiation induction. 1% of 360,000 active. ER-HoxA9 myeloid progenitors, lysozyme-GFP differentiation, flow cytometry. calls only at 10 µM;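 active = normalized GFP-positive differentiation at or above the plate's own cutoff, the solvent-only control mean plus 3 SD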;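 note: cells exposed to compound for four days before flow analysis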
GPR55 LPI antagonism – GPR55 antagonists blocking LPI-driven arrestin recruitment, primary screen, imaging, U2OS, beta-arrestin-GFP, LPI agonist (AID 2013); 0.13% of 290,000 active; inhibition, % at 10 µM; hits with a dose series show IC50 in µM; U2OS GPR55 beta-arrestin-GFP translocation imaging, LPI antagonism; higher % means a stronger effect;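 active = spots per cell inhibited over 60%, with over 100 cells counted and total cytoplasm intensity under 500,000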;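 note: U2OS cells stably carrying GPR55 and arrestin-GFP stimulated by 5 µM LPI near EC80; imaged beta-arrestin-GFP aggregate spots per cell after agonist stimulation; plate controls were LPI-stimulated DMSO wells for no effect and DMSO wells without LPI for full effect; some results filed as inactive read as strong as hits; confirmed hits need IC50 under 10 µM and bright autofluorescent wells are also inconclusive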
T cell HTS vesicle-bound % – also measured in T cell HTS; calls as there; double positive events, %; measured here: CD8+ vesicle-bound cell fraction;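 binding gate set so that unloaded-vesicle control wells show 10% double positive cells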
NTR1 ag cell count 20 µM – further read-out of NTR1 ag, marked with its call; cell count; measured here: cell count, cytotoxicity flag
Myeloid diff 2 GFP+ MAC1+ % – recorded beside Myeloid diff 2, whose call it bears; GFP+ MAC1+ double positive, %; measured here: differentiation confirmed by MAC1 staining
* marks the source's active call; other numbers are inactive results; i = inactive; · = not tested or not shown; + = active, no number; [ ] = remark or other dose. Cut-off read from the data, not from the text of the source, unless noted: active = inhibition above about 50%; inactive = the rest.

SMILES	GPR55 activation	KOR beta-arrestin-1	NOD2 inhibition	KOR beta-arrestin-2	T cell HTS	T cell HTS vesicle-bound %	NTR1 ag	NTR1 ag cell count 20 µM	NOD1 NF-kB reporter	Myeloid diff 2	Myeloid diff 2 GFP+ MAC1+ %	GPR55 LPI antagonism
COc1ccccc1NS(=O)(=O)c1cc(NC(=S)Nc2cc(C)cc(C)c2)ccc1Cl	0.4%	6.2%	12%	4%	i	43	1.4	49	7%	i	0.8	8%
Cc1ccc(NC(=O)CCC(=O)N/N=C/c2cccs2)cc1C	-0.5%	2.4%	-15%	-15%	i	44	-0.5	60	-45%	i	0.2	-2%
Cc1ccc2[nH]c(=O)c(CN(CCc3ccccc3)C(c3nnnn3Cc3ccco3)C(C)C)cc2c1 (configuration not stated)	0.3%	8.1%	15%	5%	i	42	16	63	1%	i	0.4	4%
NS(=O)(=O)c1ccc(NC(=O)CSC2CCCCC2)cc1	0.3%	-3.1%	8%	-2%	i	14	-0.5	83	-14%	i	0.7	8%
COc1cc(C2NC(=O)NC(C)=C2C(=O)OC(C)(C)C)ccc1OCC(N)=O (configuration not stated)	-0.1%	-3.6%	8%	12%	i	23	-1.5	81	-1%	i	0.5	1%
O=C(O)c1cc([N+](=O)[O-])ccc1NCCc1ccccc1	-0.3%	5.5%	12%	-13%	i	28	2.1	43	-11%	i	0.5	-1%
CCCCOc1ccc(S(=O)(=O)NC(=O)NCc2ccc(OCCC)cc2)cc1	-0.2%	-8.3%	1%	-11%	i	36	-0.6	44	-38%	i	6.0	6%
Cc1noc(C)c1S(=O)(=O)NC1CCCc2ccccc21 (configuration not stated)	-0.1%	1.9%	-1%	-24%	i	24	-1.0	57	-23%	i	0.0	-7%
C/C(=N\Nc1ccccc1)c1cc2ccccc2oc1=O	-0.2%	3.5%	-24%	2%[20 µM]	i	58	4.1	95	-58%	i	0.8	0%
O=C(Cc1ccccc1)NCC(=O)OCC(=O)c1ccccc1Cl	-0.1%	-4.2%	21%	-3%[20 µM]	i	45	3.4	64	-7%	i	0.8	-2%
CNc1nc(N)c([N+](=O)[O-])c(NC2CCCCC2)n1	-0.1%	-3.1%	11%	-24%	i	33	6.5	76	-1%	i	0.6	-1%
CC(C)(C)CC(=O)Nc1cc2c3c(c1)CC(=O)N3CCC2	0.1%	-1.5%	8%	-14%	i	10	-0.9	54	-24%	i	0.0	14%
COc1ccc(C(=O)c2c[nH]c(C(=O)NCCCn3ccnc3)c2)cc1	0.5%	2.2%	13%	8%	i	9	-1.6	50	-29%	i	1.0	1%
COC(=O)CN(n1cnnc1)S(=O)(=O)c1ccccc1Cl	-0.1%	3.7%	-11%	-7%	+	6.5*	0.2	82	-22%	i	1.1	2%
COc1ccccc1CNC(=O)[C@H](NC(=O)C1CCN(C(=O)[C@@H](N)CCSC)CC1)C(C)C	-0.1%	5.2%	-3%	0%[20 µM]	i	59	-0.9	78	30%	i	3.3	9%
CC(C)C(=O)Nc1ccc(C(=O)Nc2nnc(C(C)C)s2)cc1	0.3%	-2.1%	-18%	1%	i	18	0.1	43	-32%	i	0.4	7%
O=[N+]([O-])c1ccccc1/C=N/n1c(-c2cccnc2)n[nH]c1=S	0.3%	0.0%	15%	-4%	i	35	0.0	71	-23%	i	0.4	3%
Cc1nnc(C)n1/N=C/c1ccccn1	0.0%	-6.3%	-15%	-3%	i	9	0.6	39	-10%	i	0.9	0%
Cc1nc2ccccc2c(=O)n1NC(=O)c1c(O)c2ccccc2n(C)c1=O	-0.1%	-4.5%	8%	-5%	·	·	·	·	20%	·	·	-4%
Cc1cc2ncn(CCOc3ccccc3)c2cc1C	-0.1%	-2.6%	-50%	33%	i	15	-0.2	47	-17%	i	0.5	4%
Fc1ccc2nc(Nc3nc4c(F)cccc4s3)sc2c1	-0.5%	-2.9%	-4%	8%	i	7	8.6	47	-37%	i	0.2	25%
CCC1=C2CC[C@H]3C(=O)N(CC(=O)OC)C(=O)[C@H]3[C@H]2[C@@]2(C)C(=NCC(=O)OC)OC(=O)N2C1=O	-0.1%	4.3%	-7%	36%	i	5	-5.7	108	2%	i	1.0	-3%
CCn1cc(C(=O)N2CCc3ccccc3C2)c(=O)c2cc(S(=O)(=O)N3CCCCC3)ccc21	0.1%	-0.1%	-8%	-41%	i	52	3.1	46	-29%	·	·	-7%
S=C(Nc1ccccc1)N1CCC(C2CCN(C(=S)Nc3ccccc3)CC2)CC1	-0.4%	5.5%	-15%	-6%	i	9	-0.2	35	-7%	·	·	1%
O=C1CC(c2ccccc2)n2nc(NC(=O)c3cccnc3)nc2N1 (configuration not stated)	-0.2%	1.7%	7%	-14%	·	·	·	·	-11%	·	·	-9%
Cc1cc(NC(=O)C(C)C)ncc1NC(=O)c1cccc(F)c1	-0.3%	9.2%	-18%	-12%	i	20	0.0	47	4%	i	0.4	14%
CC(C)C1Cc2c(sc3c2c(=O)n(Cc2ccccc2)c2nncn32)CO1 (configuration not stated)	-0.1%	-3.7%	13%	-36%	i	26	8.8	48	13%	i	1.0	7%
CCOC(=O)N1CCC(NC(=O)c2cc(C(=O)Nc3ccc(OCC)cc3)ccc2CO)CC1	-0.1%	-9.9%	17%	18%	i	20	-2.3	80	4%	i	0.4	3%
Cn1c(C(=O)N2CCCC2)cc2c(=O)n(C)c3ccccc3c21	-0.1%	5.7%	-3%	-4%	·	·	·	·	-16%	i	3.7	8%
COc1ccc(-n2nc(C(=O)NCC(=O)N3CCC(C)CC3)c3ccccc3c2=O)cc1Cl	·	1.0%	-30%	-23%	i	18	3.2	36	-36%	i	0.5	5%
CCc1ccc(C(=O)COC(=O)[C@@H](NC(N)=O)[C@@H](C)CC)cc1	-0.2%	-3.5%	-35%	8%	i	22	2.2	33	-54%	i	0.3	1%
COc1ccc(C(=O)Nc2ccc3c(c2)C(=O)NC3=O)cc1	-0.1%	-6.9%	22%	-57%[20 µM]	i	51	0.2	53	3%	i	0.9	1%
COC(=O)C1=C(N)Oc2cc(C)n(CCCn3ccnc3)c(=O)c2C1c1cccc(Cl)c1 (configuration not stated)	0.2%	-3.7%	-1%	25%	i	19	-0.9	43	-6%	i	0.8	6%
Cc1cc(NC(=O)c2cccc(S(=O)(=O)N3CCC(C)CC3)c2)no1	-0.1%	2.4%	9%	1%	i	13	0.8	53	-23%	i	2.1	8%
O=C(NCCCN1CCCC1=O)c1ccc2c(=O)n(Cc3ccco3)c(=S)[nH]c2c1	0.3%	-2.0%	-12%	31%	i	18	-0.3	60	-47%	i	0.2	11%
Cc1nn(CCCC(=O)NCCCN2CCN(C)CC2)c(=O)c2c1sc1ccccc12	0.2%	0.1%	24%	6%	i	1	-0.1	90	-11%	i	1.4	-4%
CN1CCN(CC(O)COc2ccc(OCC(O)CN3CCN(C)CC3)cc2)CC1 (configuration not stated)	0.5%	9.6%	11%	10%	i	32	-1.0	108	-54%	i	0.8	-1%
Cc1ccccc1CSCC(=O)Nc1ccccc1-c1ccccc1	-0.2%	-3.4%	7%	-4%	i	46	19	41	-18%	i	0.2	34%
Cc1ccc(C)c(OCCn2cc(/C=C(/C#N)C(=O)NCC3CCCO3)c3ccccc32)c1 (configuration not stated)	-0.3%	3.2%	-11%	8%	i	25	0.7	47	-15%	i	1.1	5%
CSc1ccc(S(=O)(=O)Nc2ccc(NC(C)=O)cc2)cc1	-0.1%	0.2%	6%	-19%	i	34	-0.8	64	-8%	i	1.1	24%
O=C1C2CC=CCC2C(=O)N1Cc1nnc(-c2ccccc2Br)o1 (configuration not stated)	-0.2%	3.0%	20%	14%	i	19	-0.3	68	-3%	i	0.4	1%
CCc1cc(C(c2ccccc2OC)N2CCOCC2)c(NC(=O)c2ccccc2)s1 (configuration not stated)	4.8%	4.3%	25%	-4%	i	21	6.2	39	-12%	i	1.3	11%
CC(C)COc1ccc(C(=O)Nc2ccc(SC(F)F)cc2)cc1	0.0%	3.0%	-15%	-34%	i	31	0.4	83	-26%	i	0.0	9%
N/C(Cc1ccc(Cl)cc1)=N\OC(=O)C1CCCCC1	0.1%	9.2%	-19%	-23%	i	3	-1.6	69	-31%	i	0.2	-2%
Nc1cc(=O)[nH]c(SCC(=O)c2ccc(F)cc2)n1	0.3%	-3.7%	6%	7%	i	36	0.2	81	-10%	i	0.2	10%
O=C(Cn1cnc2c(nnn2Cc2ccc(F)cc2)c1=O)N1CCCc2ccccc21	0.5%	5.9%	5%	-1%	·	·	2.5	54	-17%	i	1.2	-5%
CCCCC[C@H](O)/C=C/[C@@H]1[C@@H](C/C=C\CCCC(=O)OC)[C@@H](O)C[C@H]1O	-0.1%	0.5%	7%	8%	i	17	0.8	46	-41%	i	3.6	3%
Cc1cc(NC(=O)c2cnn3c(C(F)F)cc(-c4ccccc4)nc23)no1	-0.1%	12%	17%	-24%	i	39	8.4	83	-33%	i	0.3	-6%
N#Cc1ccc(C(=O)Nc2nnc(-c3ccco3)o2)cc1	-0.5%	0.1%	-7%	-7%	i	29	1.4	58	-28%	i	0.5	11%
Clc1ccc(CO/N=C/c2c(-c3ccccc3)nc3n2CCS3)c(Cl)c1	0.0%	0.3%	15%	-13%	i	38	16	84	19%	i	0.8	1%
COC(=O)c1ccc(NC(=O)Cn2cnc3c(nnn3-c3cccc(OC)c3)c2=O)cc1	-0.1%	-4.2%	6%	13%	i	7	1.8	56	5%	i	4.4	9%
CCN(CC)CCCNC(=O)Cn1ncc2c(=O)oc3ccc(C)cc3c21	-0.1%	-3.5%	15%	24%	i	38	-0.1	74	-11%	i	2.8	2%
Cc1ccc2nc(-c3ccc(NC(=S)NC(=O)CC(C)C)cc3)sc2c1	-0.1%	-1.6%	-113%	-6%	i	5	0.1	76	-111%	i	0.9	0%
COc1cc(OC)cc(-c2cc(N)n(S(=O)(=O)c3cccc4nsnc34)n2)c1	-0.1%	1.0%	11%	-2%	i	30	0.8	46	1%	i	0.8	13%

An excerpt; the hit share may differ from the screen's.
